CRFR2-BP antag – antagonists of CRF-binding protein/CRF-R2 receptor complex | HEK293 CRF-R2/CRF-BP, CRF-induced calcium fluorescence | inhibition, % at 11.8 µM | 0.59% of 350,000 active | AID 588475;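 active = inhibition of the ligand-induced calcium signal above about 50% at the single tested concentration, limit read from the data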
PHOSPHO1 inh – PHOSPHO1 (human) inhibition | recombinant PHOSPHO1, absorbance phosphatase assay | 1.1% of 290,000 active | Q8TCT1 | inhibition, % at 13.3 µM; in the data active = inhibition above about 60%
CHRM4 PAM – potentiates acetylcholine response at human M4 receptor | P08173 | CHO-K1 hM4/Gqi5, Fluo-8 calcium fluorescence, ACh EC20; 0% = ACh EC20, 100% = maximal ACh | activation, % at 3 µM | 0.4% of 360,000 active | AID 624126;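 active = activation above its plate's cutoff, the mean activation of sample wells plus 3 SD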; note: some results filed as inactive read as strong as hits
CRFBP-R2 agonist – agonists of human CRF-binding protein/CRF-R2 receptor complex; HEK293 CRF-R2/CRF-BP, calcium dye fluorescence (FLIPR); percent of saturating CRF peptide response; activation, % at 13.2 µM; 0.46% of 350,000 active;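 active = activation of at least 50%, plus an integration ratio under a set limit after plate pattern correction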;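 note: plate controls were neutral control wells without compound for no effect and CRF at EC100 for full effect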
IDE cell inh – inhibitors of human insulin-degrading enzyme in cells. P14735. HEK cells, FAbetaB cleavage, fluorescence polarization. inhibition, % at 5.59 µM. 0.41% of 320,000 active. AID 434962;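 active = percent inhibition above the average of all tested compounds plus 3 SD, set per screening campaign, cut at about 16% in these data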;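 note: IDE supplied by intact live HEK cells; FP after avidin binding of uncleaved biotin substrate so inhibition keeps polarization high; 0% = DMSO wells and 100% = 60 µM reference IDE inhibitor Ii1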
MEKK3 PB1 HTS – raises or lowers MEK5 binding to the human MEKK3 PB1 domain; 1.4% of 290,000 active; binding response (% of control), % at 10 µM; AID 1529; Q99759; bead-based flow cytometry, Alexa488-MEK5 binding to MEKK3; actives lie on both sides; 0 = blocked by unlabeled MEK5, 100 = vehicle;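 active = binding response more than 3 SD above or below the average of its plate-row segment, actives on both sides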;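 note: Alexa488 bead fluorescence after subtracting the streptavidin-only scavenger bead signal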
IDE cell activ – boosts human insulin-degrading enzyme activity in HEK cells. activation, % at 5.96 µM. P14735. AID 493087. FAbeta-B cleavage, fluorescence polarization; 0% vehicle, 100% cell-free pure enzyme wells. 0.073% of 340,000 active;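 active = activation above the mean of all tested compounds plus 3 SD, set per screening campaign, cut at about 17% in these data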
GalR3 antag – human GalR3 antagonism | O60755 | HEK293 GalR3-CNG cAMP membrane potential fluorescence; galR3 body fused to GalR1 C-terminus | inhibition, % at 3 µM | 0.44% of 360,000 active;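 active = inhibition above the screen-wide average plus 3 SD, cut at about 13% in these data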;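 note: forskolin and galanin both at EC90 stimulate the cells; cAMP rise reported by CNG channel membrane potential dye signal; 0% = forskolin plus galanin with DMSO and 100% = forskolin alone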
p-CIP stab down – lowers stability of the mouse p/CIP coactivator protein; 0.01% of 290,000 active; decrease of EGFP signal, % at 10 µM; AID 1984; Q05BA5; F442A p/CIP-EGFP cells, EGFP fluorescence, 16 h;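 active = EGFP signal decrease of at least 30% at 10 µM or well 3 SD below plate mean, unless failing retest; inactive = the rest, including hits failing retest or dose response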; note: some compounds called inactive have numbers as strong as hits; many of its hits are not listed in these tables
Target sequence (Q05BA5 1-1403): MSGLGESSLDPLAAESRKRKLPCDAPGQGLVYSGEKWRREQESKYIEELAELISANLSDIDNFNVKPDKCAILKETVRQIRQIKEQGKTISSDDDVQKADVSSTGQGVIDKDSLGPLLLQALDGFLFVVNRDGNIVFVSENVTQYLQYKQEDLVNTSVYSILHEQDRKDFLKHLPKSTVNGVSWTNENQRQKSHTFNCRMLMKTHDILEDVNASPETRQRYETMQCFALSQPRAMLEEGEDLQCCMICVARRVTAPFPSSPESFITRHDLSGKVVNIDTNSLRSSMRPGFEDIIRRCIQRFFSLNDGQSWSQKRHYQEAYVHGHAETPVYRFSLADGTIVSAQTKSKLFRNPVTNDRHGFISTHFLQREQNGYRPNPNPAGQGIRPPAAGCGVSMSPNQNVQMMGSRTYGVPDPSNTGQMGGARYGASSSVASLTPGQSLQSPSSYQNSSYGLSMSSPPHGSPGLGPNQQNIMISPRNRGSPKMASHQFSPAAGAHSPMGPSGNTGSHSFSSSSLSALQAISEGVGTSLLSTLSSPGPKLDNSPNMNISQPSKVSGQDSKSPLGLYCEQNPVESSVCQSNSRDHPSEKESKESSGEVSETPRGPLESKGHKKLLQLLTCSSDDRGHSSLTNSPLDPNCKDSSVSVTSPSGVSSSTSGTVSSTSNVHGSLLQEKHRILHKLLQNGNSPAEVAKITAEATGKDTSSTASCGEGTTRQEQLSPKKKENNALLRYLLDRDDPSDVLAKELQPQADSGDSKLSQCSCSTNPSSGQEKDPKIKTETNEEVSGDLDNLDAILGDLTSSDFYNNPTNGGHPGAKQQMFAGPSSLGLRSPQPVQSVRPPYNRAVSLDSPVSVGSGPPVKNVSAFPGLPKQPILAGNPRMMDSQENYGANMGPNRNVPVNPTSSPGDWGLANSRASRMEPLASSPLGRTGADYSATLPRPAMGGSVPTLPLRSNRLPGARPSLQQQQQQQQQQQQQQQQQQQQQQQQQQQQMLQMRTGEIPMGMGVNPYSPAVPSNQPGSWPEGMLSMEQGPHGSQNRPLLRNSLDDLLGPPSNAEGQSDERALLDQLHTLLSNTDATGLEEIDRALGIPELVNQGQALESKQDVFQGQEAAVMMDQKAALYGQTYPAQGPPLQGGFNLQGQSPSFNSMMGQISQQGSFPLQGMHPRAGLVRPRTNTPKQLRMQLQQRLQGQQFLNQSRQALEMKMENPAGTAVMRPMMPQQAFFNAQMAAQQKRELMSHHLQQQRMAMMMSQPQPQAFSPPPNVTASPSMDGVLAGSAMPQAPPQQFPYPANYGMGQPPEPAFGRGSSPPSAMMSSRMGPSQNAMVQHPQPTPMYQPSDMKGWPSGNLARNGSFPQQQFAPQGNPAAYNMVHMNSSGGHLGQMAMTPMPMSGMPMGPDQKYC
The depositor's hits bear a star; / = no result given; [ ] = remark or other dose. Not a hit list (roughly 4.2% active in at least one column).

CRFR2-BP antag	PHOSPHO1 inh	CHRM4 PAM	Structure	CRFBP-R2 agonist	IDE cell inh	MEKK3 PB1 HTS	IDE cell activ	GalR3 antag	p-CIP stab down
-12	8	0	Clc1ccc(OCc2nn3c(-c4ccco4)nnc3s2)cc1	1.9	4	97	-3	-5	-8
-15	/	-3	Cc1c([N+](=O)[O-])c(C(=O)NC2CCCC2)nn1C	4.1	/	98	0	-2	1
5	-5	2	COc1cc(NC(=O)CCCn2c(=S)[nH]c3ccccc3c2=O)cc(OC)c1OC	-4.0	2	99	-1	-2	3
10	23	-1	COc1cnc(-c2cccc(C(F)(F)F)c2)[nH]c1=O	-2.4	9	104	1	-6	17
2	34	1	Cc1nnc(N/N=C/C2CC=CCC2)[nH]c1=O (configuration not stated)	0.6	-3	98	-1	-5	-8
5	16	9	CCn1c(=O)c2sccc2n(CC(=O)NCCC2=CCCCC2)c1=O	-1.5	-1	100	4	-9	11
11	41	8	C=C(C)CC(Nc1ccc(OC)cc1)c1ccco1 (configuration not stated)	-1.6	2	101	0	-6	-16
1	-6	-7	Cn1c(=O)cc(C(=O)N/N=C/c2ccc(Cl)cc2)[nH]c1=O	-0.1	4	106	/	0	-4
15	-65	-2	Cc1ccc(NC(=O)CSc2nnc(-c3ccc(S(=O)(=O)N4CCOCC4)cc3)n2C)cc1	-1.1	-1	102	-2	-2	-3
-14	21	12	O=C(NC1CCCCC1)c1nn2c(C(F)(F)F)cc(-c3ccco3)nc2c1Br	0.0	3	102	9	4	-13
3	4	11	Cc1nc(N2CCOCC2)c(C#N)c2c1COC(C)(C)C2	0.1	3	102	2	-8	6
7	47	5	COCCC(=O)N1CCC(Oc2ccc(C(=O)NC(C)CCn3cccn3)cc2)CC1 (configuration not stated)	0.3	/	101	4	-2	-2
-15	24	10	O=C(Nc1ccc(N2CCOCC2)cc1)C1CC1	1.0	1	93	1	1	-16
11	40	7	Cc1ccc(CNC(=O)C2CC(c3cc(C(F)(F)F)cc(C(F)(F)F)c3)=NO2)o1 (configuration not stated)	3.5	1	88	3	-5	4
-8	-2	10	CC(=O)c1cccc(NC(=O)CC2SC(N3CCCCC3)=NC2=O)c1 (configuration not stated)	0.8	3	102	-5	3	-7
-4	/	-1	CCN1C(=O)N[C@@H](c2cccc(C(F)(F)F)c2)C(C(C)=O)=C1C	-1.3	2	107	4	-6	/
-31	-1	-1	Clc1cccc(OCc2nc(-c3ccncc3)n[nH]2)c1	-1.2	4	103	2	-4	-9
1	49	8	O=C(CSc1nnnn1Cc1ccccc1)N1CCN(c2ccccc2)CC1	-0.3	5	/	0	-2	-2
-9	12	15	COc1cccc(CNC(=O)c2nnn(CC(=O)Nc3ccc(C)c(C)c3)c2N)c1	0.0	3	104	6	-2	-19
-7	17	0	CC1CCCC(C)N1C(=O)CSc1nnc(NC(=O)Cc2cccs2)s1 (configuration not stated)	0.1	1	99	2	-3	-18
14	/	2	N#Cc1cc([N+](=O)[O-])ccc1NC(=O)COC(=O)c1cnccn1	-2.0	2	/	-3	0	/
24	36	13	O=C(O)CCc1ccc(-c2ccc(Br)cc2)o1	-0.8	-5	99	-6	-4	-15
9	4	1	COc1cc(C(=O)NCc2cc(C)nc3ccccc23)cc(OC)c1OC	1.8	-3	104	-2	-4	10
1	26	-4	COc1ccc(C(=O)N/N=C\c2coc3ccc(Cl)cc3c2=O)cc1	3.0	7	102	2	-4	-3
-17	1	-3	COc1ccccc1OCCCn1c(C)c(C#N)c2ccccc21	6.7	-5	99	5	-4	-8
2	26	8	COc1ccc(NC(=O)c2cc(C)on2)cc1	-1.1	-8	101	4	5	6
-7	7	-8	Cc1cccc2cc(CN(Cc3nnnn3Cc3ccccc3)C3CCCC3)c(=O)[nH]c12	-1.3	-10	100	5	0	-12
2	23	10	CC1CN(c2ccc(S(=O)(=O)N3CCOCC3)cn2)CC(C)O1 (configuration not stated)	0.0	2	77	-1	-1	2
6	0	10	Cc1ccc(CN(C)C(=O)c2ccc3c(c2)NC(=O)CS3)o1	-2.4	0	104	3	1	-20
42	/	0	ON=C(CCc1ccccc1)CCc1ccccc1	-2.7	/	/	4	-6	/
-2	38	1	S=c1[nH]nc(-c2ccccc2)n1/N=C/c1cccs1	-0.2	9	101	-4	/	-8
-4	14	-2	Cc1ccc(NC(=O)CN2C(=O)NC(C)(c3ccccc3)C2=O)c(C)c1 (configuration not stated)	1.0	0	103	6	-11	11
6	/	-1	CC1CCCN(C(=O)C2CCN(S(=O)(=O)c3cccs3)CC2)C1 (configuration not stated)	0.5	/	/	2	-1	/
1	/	-4	COC(=O)c1ccc(NCc2c(O)ccc(O)c2Br)cc1Cl	2.4	/	/	-28	0	/
10	34	2	CCC1(C)Cc2nc3[nH]c(=S)n(-c4ccccc4C)c(=O)c3cc2CO1 (configuration not stated)	-1.6	0	95	9	0	-3
12	17	3	CCCC1(C(=O)O)NC(c2cccc(OC)c2O)C2C(=O)N(c3ccccc3)C(=O)C21 (configuration not stated)	-1.2	-5	98	3	0	-14
2	12	10	O=C1CCN(Cc2nnnn2CC2CCCO2)c2ccccc2N1 (configuration not stated)	2.8	6	100	0	/	-13
20	11	-2	CCN(CC)S(=O)(=O)c1cc(C)c(C)cc1Br	-1.4	0	61*[inhibitor]	-2	-2	-13
7	-44	4	CCCCNC(=S)N1CCN(Cc2ccc3c(c2)OCO3)CC1	-1.5	2	101	6	-5	2
12	-2	-19	COc1ccc(NC(=O)CSc2ncccc2C(=O)OC(C)C)cc1OC	-3.0	8	100	7	28*	-18
-2	/	-3	COc1ccc(OCc2cc(=O)c3ccc4c(c3o2)C=CC(C)(C)O4)cc1OC	-1.5	-6	/	-2	6	/
-86	-37	1	CCc1nnc(NC(=O)CC23CC4CC(CC(C4)C2)C3)s1	3.2	2	99	5	/	-12
-3	-20	-1	CS(=O)(=O)c1ccc2nc(NC(=O)c3ccc(S(=O)(=O)NCC4CCCO4)cc3)sc2c1 (configuration not stated)	0.5	-6	110	0	-4	12
9	6	2	CC(=O)NC1=NC(=O)/C(=C/N2CCCCC2)S1	0.5	8	101	4	-3	-4
-9	27	-3	CC(=O)c1cccc(NC(=O)CN(C)S(=O)(=O)c2ccc3c(c2)CC(C)N3C(C)=O)c1 (configuration not stated)	-0.4	1	107	-2	-9	-17
-9	-121	-2	S=c1[nH]nc(COc2ccc(Cl)cc2)n1Cc1ccccc1	-1.4	3	97	-6	-3	-3
-8	-13	-1	O=C(CCC(=O)c1cccs1)OCC(=O)c1ccc(Cl)s1	-1.1	-7	95	5	/	-10
3	-12	0	Cc1ccc(NC(=O)CSc2nnc(-c3cccs3)o2)cc1S(=O)(=O)N1CCCCC1	-4.2	3	135*	4	-4	-13
-11	-18	20	CS(=O)(=O)N(CC(=O)NCCC1=CCCCC1)C1CCCCC1	-4.1	2	105	0	-1	-7
10	33	6	O=C(NCc1cccnc1)c1cc(C(=O)C2CC2)c[nH]1	-0.1	3	94	2	1	-7

Molecules shown so far containing a nitro group on carbon, in the order listed:
CRFR2-BP antag	PHOSPHO1 inh	CHRM4 PAM	Structure	CRFBP-R2 agonist	IDE cell inh	MEKK3 PB1 HTS	IDE cell activ	GalR3 antag	p-CIP stab down
-15	/	-3	Cc1c([N+](=O)[O-])c(C(=O)NC2CCCC2)nn1C	4.1	/	98	0	-2	1
14	/	2	N#Cc1cc([N+](=O)[O-])ccc1NC(=O)COC(=O)c1cnccn1	-2.0	2	/	-3	0	/

Additional structures follow.
CRFR2-BP antag	PHOSPHO1 inh	CHRM4 PAM	Structure	CRFBP-R2 agonist	IDE cell inh	MEKK3 PB1 HTS	IDE cell activ	GalR3 antag	p-CIP stab down
-3	-18	-2	O=C(O)Cn1c(SCCOc2ccccc2F)nc2ccccc21	-1.1	-3	98	0	2	0
-29	37	0	O=C(Cn1c(=O)c2c3c(sc2n(Cc2ccccc2)c1=O)CCCC3)NCCO	6.1	2	106	-1	-6	-10
-19	8	4	CN(Cc1ccccc1)S(=O)(=O)c1ccc(NC(=S)NC(=O)C2CCCCC2)cc1	7.8	-3	99	6	-3	-4
-4	34	9	CCc1cccc(C)c1NC(=O)CCCC(=O)O	-0.7	-4	101	4	-3	-13
11	-31	-2	CCn1cc(CN2CCC(n3nccc3NC(=O)c3cccc(F)c3)CC2)c(C)n1	-3.2	-2	102	3	-5	-3
-14	37	-3	O=C(NCCc1csc(-c2cccnc2)n1)c1ccccc1Br	0.9	-1	93	1	0	-7
1	/	10	O=C(Nc1ccccc1F)Nc1cccnc1Cl	-0.7	-2	/	2	-5	/
-6	24	2	CCCC1NC(C(=O)O)Cc2c1[nH]c1ccccc21 (configuration not stated)	0.9	/	104	-4	-3	0
39	/	-3	COC(=O)c1ccc(CNC(=O)CN2C(=O)NC(Cc3ccccc3)(c3ccccc3)C2=O)cc1 (configuration not stated)	-0.9	/	/	/	-7	/
-7	11	3	CC(C)(C)c1ccc(C(=O)Oc2ccccc2CCC(=O)O)cc1	0.6	-1	88	/	-1	0
-1	30	2	N#CC1=C(N)Oc2cc(N)ccc2C1c1cc(Br)cs1 (configuration not stated)	5.9	/	102	-7	-8	-10
-7	21	22	COc1ccc(N2CCN(C(=O)CNC(=O)Cn3c(C)cc4ccccc4c3=O)CC2)cc1	0.1	3	96	-6	-3	-6

In the list so far, 8 contain a Cl atom.
CRFR2-BP antag	PHOSPHO1 inh	CHRM4 PAM	Structure	CRFBP-R2 agonist	IDE cell inh	MEKK3 PB1 HTS	IDE cell activ	GalR3 antag	p-CIP stab down
-12	8	0	Clc1ccc(OCc2nn3c(-c4ccco4)nnc3s2)cc1	1.9	4	97	-3	-5	-8
1	-6	-7	Cn1c(=O)cc(C(=O)N/N=C/c2ccc(Cl)cc2)[nH]c1=O	-0.1	4	106	/	0	-4
-31	-1	-1	Clc1cccc(OCc2nc(-c3ccncc3)n[nH]2)c1	-1.2	4	103	2	-4	-9
1	26	-4	COc1ccc(C(=O)N/N=C\c2coc3ccc(Cl)cc3c2=O)cc1	3.0	7	102	2	-4	-3
1	/	-4	COC(=O)c1ccc(NCc2c(O)ccc(O)c2Br)cc1Cl	2.4	/	/	-28	0	/
-9	-121	-2	S=c1[nH]nc(COc2ccc(Cl)cc2)n1Cc1ccccc1	-1.4	3	97	-6	-3	-3
-8	-13	-1	O=C(CCC(=O)c1cccs1)OCC(=O)c1ccc(Cl)s1	-1.1	-7	95	5	/	-10
1	/	10	O=C(Nc1ccccc1F)Nc1cccnc1Cl	-0.7	-2	/	2	-5	/

From PubChem BioAssay
